Assay outcomes (PubChem)
DRD3 agonist – agonists of human D3 dopamine receptor | 0.58% of 410,000 active | max activation, % | D3R DiscoveRx beta-arrestin cells, luminescence, 90 min; in the data active = max activation above about 30%; also: 0% is about no effect; mostly tested at two doses, the higher about 12 µM
Target sequence (P35462 whole entry, looked up): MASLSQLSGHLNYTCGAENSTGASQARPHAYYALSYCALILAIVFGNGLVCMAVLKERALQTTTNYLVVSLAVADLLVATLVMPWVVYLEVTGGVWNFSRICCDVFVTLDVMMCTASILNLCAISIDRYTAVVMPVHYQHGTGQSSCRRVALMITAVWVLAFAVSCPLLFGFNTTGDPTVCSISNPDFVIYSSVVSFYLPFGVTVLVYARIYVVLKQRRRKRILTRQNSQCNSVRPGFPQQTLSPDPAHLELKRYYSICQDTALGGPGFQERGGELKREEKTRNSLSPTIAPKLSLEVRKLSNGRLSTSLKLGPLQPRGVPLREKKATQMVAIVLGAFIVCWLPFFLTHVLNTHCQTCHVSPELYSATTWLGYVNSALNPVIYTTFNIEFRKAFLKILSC
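Agonist mode: compounds and dopamine controls were applied to plated cells for 90 min at 37 degrees C after an overnight attachment at 1500 cells/well. Luminescent read-out followed 30 - 60 minutes at room temperature with DiscoveRx detection reagent.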
DRD3 antagonist – D3 dopamine receptor (human) antagonism; P35462; D3R cells, DiscoveRx beta-arrestin luminescence, antagonist mode; hits give low values; max response, negative = inhibition, %; 2.5% of 360,000 active; in the data active = max response below about -50%; inconclusive = no clear call, values can overlap the other calls; also: % is scaled to controls: 0 for no effect and ±100 for the full control effect; mostly tested at two doses, the higher about 12 µM
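Cells plated overnight at 1500 cells/well, then exposed to library compounds with dopamine controls for 90 minutes at 37 degrees C. DiscoveRx reagent added for 30–60 minutes at room temperature; luminescence read, quantitative HTS format.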
TDP43 rescue – rescues yeast growth from TDP-43 toxicity; TDP-43 expressing yeast growth rescue, BacTiter-Glo, 24 h; Potency, µM (series often up to 46.1 µM), inactives show at the highest dose growth rescue (activation), most hits filed as activators; 1.8% of 410,000 active; AID 652104; also: potency is read from the fitted curve at half-maximal effect; % of control where 0% means no effect; nearly all actives have a fitted effect of over 50% in size
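Readout is BacTiter-Glo luminescence of cell growth, so inhibitors register as activators. TDP-43-expressing yeast at OD600=0.02 in galactose medium, after raffinose pregrowth to mid-log, were incubated with compound for 24 hr at 30 deg C.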
HEK293 tox – cytotoxicity in counter-screen for GLP-1R inverse agonists; HEK293 cAMP-luciferase reporter cells, luminescence, 24 h; Potency, µM (doses to about 38.3 µM), for inactives: at the top dose activity change, negative = inhibition, usual class: inhibitors; 0.13% of 410,000 active; AID 624418;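 also: loss of luciferase light is scored as toxicity; potency is read from the fitted curve at half-maximal effect; % is scaled to controls: 0 for no effect and ±100 for the full control effect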
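Seeding density was 200 cells/uL; after overnight-length (12 h) culture, 23 nL compounds went on for 24 h at 37 °C. Readout used a luciferase detection reagent, luminescence taken after 12 min at room temperature.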
GLP1R inv ag – inverse agonists of human GLP-1 receptor | P43220 | HEK293 GLP-1R CRE-luciferase, luminescence, 24 h; GLP-1R form is constitutively active | Potency, µM (titrated, usually from 38.3 µM), for the others: at the highest dose activity change, negative = inhibition, actives largely listed as inhibitors | 1.6% of 410,000 active; also: potency is read from the fitted curve at half-maximal effect; % is scaled to controls: 0 for no effect and ±100 for the full control effect; nearly all actives have a fitted effect of over 55% in size
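Constitutively active GLP-1R drives a cAMP-responsive luciferase in stably transfected HEK293 cells; test compounds are added after overnight (12 h) attachment and left 24 hr, and signal loss in luminescence marks inhibition.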
PTHR1 ag – PTHR1 (human) receptor agonism; Q03431; HEK293 GP2 PTHR1 cells, GloSensor cAMP luminescence, 1 h; Potency, µM (top dose mostly 115 µM), inactives show at the top dose activation, hits mostly activators; 0.075% of 410,000 active; also: potency is read from the fitted curve at half-maximal effect; nearly all actives have a fitted effect of over 55% in size; some results filed as inactive show a strong effect at the top dose; inactives centre near -15; many of its hits are not listed in these tables
Target sequence (Q03431 whole entry, looked up): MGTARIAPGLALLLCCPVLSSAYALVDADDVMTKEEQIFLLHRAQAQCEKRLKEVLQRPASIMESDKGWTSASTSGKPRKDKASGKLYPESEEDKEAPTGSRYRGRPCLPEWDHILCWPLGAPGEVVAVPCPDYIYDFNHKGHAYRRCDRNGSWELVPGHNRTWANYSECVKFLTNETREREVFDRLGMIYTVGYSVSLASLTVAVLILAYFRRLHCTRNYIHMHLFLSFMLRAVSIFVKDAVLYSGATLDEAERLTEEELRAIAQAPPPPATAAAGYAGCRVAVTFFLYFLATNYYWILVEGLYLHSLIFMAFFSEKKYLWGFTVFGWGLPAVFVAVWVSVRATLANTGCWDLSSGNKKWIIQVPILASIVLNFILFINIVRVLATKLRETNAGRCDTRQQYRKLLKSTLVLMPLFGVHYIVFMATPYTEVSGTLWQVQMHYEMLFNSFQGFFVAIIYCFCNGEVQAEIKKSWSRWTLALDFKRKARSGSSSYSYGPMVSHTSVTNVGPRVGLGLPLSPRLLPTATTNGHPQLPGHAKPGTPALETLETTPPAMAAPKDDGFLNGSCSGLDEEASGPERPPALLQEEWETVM
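HEK-293-derived GP2 cells expressing PTHR1 and a GloSensor cAMP reporter, 3,000/well, plated overnight, given luciferin plus IBMX (each 0.5 mM as added) for 1 h at 37 °C, then compound for 1 h at 37 °C. Luminescence was read after 15 min at room temperature.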
KB-V1 MDR tox – kills drug-selected multidrug resistant KB-V1 cells; 3.4% of 400,000 active; KB-V1 MDR cells viability, CellTiter-Glo, 72 h; Potency, µM (top dose mostly 46.1 µM), without a hit: top-dose activity change, negative = cytotoxicity, actives largely listed as cytotoxic; AID 1347076; also: potency is read from the fitted curve at half-maximal effect; % is scaled to controls: 0 for no effect and ±100 for the full control effect; nearly all actives have a fitted effect of over 60% in size
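Cytotoxicity toward P-gp-expressing KB-V1 cells was determined as loss of CellTiter-Glo luminescence after 72 h at 37 degrees C. Compounds were tested in quantitative HTS format across a concentration range, with curves fitted to normalized data.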
aSyn yeast inh – inhibitors of alpha-synuclein toxicity in yeast; Yeast expressing alpha-synuclein, growth rescue, BacTiter-Glo, 24 h; Potency, µM (doses to about 46.1 µM), inactives show at the top dose growth rescue (activation), hits mostly activators; 0.14% of 370,000 active; AID 652106; also: potency is read from the fitted curve at half-maximal effect; % of control where 0% means no effect; nearly all actives have a fitted effect of over 65% in size
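Screening used galactose-induced yeast with toxic alpha-synuclein levels, exposed to compound for 24 hr at 30 deg C. Cell growth, read with BacTiter-Glo luminescence, gave the measured signal.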
GLP-1R agonist – activates the human GLP-1 receptor; Potency, µM (top dose mostly 45.6 µM), without a hit: at the highest dose activation, actives largely listed as activators; AID 624172; P43220; 0.007% of 380,000 active; HEK293 GLP-1R CRE-luciferase, luminescence, 4-6 h; cells express a hypersensitive GLP-1R form; also: potency is read from the fitted curve at half-maximal effect; % of control where 0% means no effect
Numbers without * were called inactive; i = inactive; u = inconclusive; x = no result given; [ ] = another dose, or the depositor's remark. Unless noted, calls follow the shape of the dose curve; as a rule, active = well fitted curve in the direction sought with a large enough effect; inconclusive = small, poorly fitted or top-dose-only effect, or another doubt; inactive = no such curve, though single readings can be large; an effect the other way counts as inactive or inconclusive.

smiles	DRD3 agonist	DRD3 antagonist	TDP43 rescue	HEK293 tox	GLP1R inv ag	PTHR1 ag	KB-V1 MDR tox	aSyn yeast inh	GLP-1R agonist
O=C(COc1ccc2ccc(=O)oc2c1)Nc1ccc2c(c1)OCCO2	1	-12	23%	11%	-2%	-7%	u	-8%	21%
NC(=S)NC1CC2CC1C1C=CCC21 (stereo not given)	5	3	-18%	-9%	-20%	u	12%	7%	0%
CC1CCN(c2ccccc2NC(=O)c2ccc(Br)o2)CC1	1	7	5%	13%	u	-33%[inhibitor]	-14%	-20%	6%
COCCCNC(=O)CCc1c(C)nc2c(c(C)nn2-c2ccccc2)c1C	2	1	19%	0%	22%	i	-7%	3%	-4%
Cc1noc(C)c1S(=O)(=O)N1CCCC(C(=O)Nc2cccnc2)C1 (stereo not given)	1	38	12%	-19%	2%	i	10%	-10%	3%
Cc1ccc(/C(O)=C2/C(=O)C(=O)N(CC(=O)O)C2c2ccc([N+](=O)[O-])cc2)cc1 (stereo not given)	-15	-27	-24%	10%	2%	i	8%	0%	8%
O=C(Cc1ccc(-c2ccccc2)cc1)NCCS(=O)(=O)N1CCN(c2ccc(F)cc2)CC1	8	x	22%	-1%	1%	i	x	x	x
Cc1ccc(OCC(=O)N2CCN(c3ccc([N+](=O)[O-])c(N4CCOCC4)c3)CC2)cc1	4	26	-15%	u	u	i	u	24%	9%
COc1ccc(N2CC(C(=O)NCCC3=CCCCC3)CC2=O)c(OC)c1 (stereo not given)	-1	21	u	-11%	-5%	i	9%	3%	1%
O=C(OCC(=O)N1CCCC1)c1c[nH]c2ccccc12	0	-3	19%	0%	7%	i	-2%	-3%	8%
Cc1noc(C)c1CSCC(=O)N(C)CC(=O)Nc1ccc(F)c(F)c1F	-7	1	23%	2%	6%	i	-29%	0%	-7%
COc1cccc(N2CC(C(=O)OC(C)C(=O)c3ccccc3)CC2=O)c1 (stereo not given)	4	20	17%	0%	8%	-4%[57.5 µM]	-10%	-4%	13%

Reformatted with two lines to a compound: entries from further up.
Second line of a record – DRD3 agonist	DRD3 antagonist	TDP43 rescue	HEK293 tox	GLP1R inv ag	PTHR1 ag	KB-V1 MDR tox	aSyn yeast inh	GLP-1R agonist
Cc1ccc(OCC(=O)N2CCN(c3ccc([N+](=O)[O-])c(N4CCOCC4)c3)CC2)cc1
 : 4	26	-15%	u	u	i	u	24%	9%
COc1ccc(N2CC(C(=O)NCCC3=CCCCC3)CC2=O)c(OC)c1 (stereo not given)
 : -1	21	u	-11%	-5%	i	9%	3%	1%

Other results.
smiles	DRD3 agonist	DRD3 antagonist	TDP43 rescue	HEK293 tox	GLP1R inv ag	PTHR1 ag	KB-V1 MDR tox	aSyn yeast inh	GLP-1R agonist
Cc1ccc(Sc2c(C)nn(C(=O)COc3ccc(F)cc3)c2C)cc1	-16	x	-1%	9%	17%	u	14%	x	x
Cc1ccc(Sc2c(C)nn(C(C)(C)C)c2OC(=O)CC(C)C)cc1	-8	x	7%	-11%	u	-26%	4%	x	x
Cc1ccc(N(C)S(=O)(=O)c2cccc(C(=O)Nc3ccc(N4CCOCC4)cc3)c2)cc1	-4	0	-4%	-2%	u	-44%[inhibitor]	u	-1%	2%
CC(C)(C)Cc1c(-c2ccccc2)nc2ccc(Br)cn12	-8	-16	0%	u	u	-12%	17%	u	-7%
Cc1ccc(Cc2nnc(SCC(=O)Nc3ccccc3)[nH]c2=O)cc1	7	25	-5%	2%	-4%	-13%	u	1%	-14%
CC(=O)NCCNC(=O)C1CCCCN1S(=O)(=O)c1ccccc1 (stereo not given)	4	1	0%	10%	10%	u	-1%	9%	-1%
O=C1CC(c2cccc(F)c2)SC(N(c2ccccc2)c2ccccc2)=N1 (stereo not given)	-4	13	-11%	-22%	-12%	-25%[57.5 µM]	0%	2%	-1%
CC(=O)N(C)c1ccc(NC(=O)Cc2cccs2)cc1	3	25	-9%	0%	19%	i	6%	0%	-1%
COc1ccc(NC(=O)CC(=O)Nc2ccc(OC)cc2)cc1	-8	14	12%	-8%	0%	i	-11%	-2%	-4%
Cc1ccc(Sc2ccc(CO)cc2[N+](=O)[O-])cc1	-8	u	14µM*	-2%	-19%	-7%	5%	24%	16%
C#CCOc1ccc(/C=C2/C(=O)N(c3ccc(S(N)(=O)=O)cc3)N=C2C)cc1OC	-7	-27	-11%	-4%	10%	-61%[inhibitor]	-2%	-15%	-3%
CS(=O)(=O)N1CCN(C(=O)COc2ccccc2)CC1	2	9	7%	2%	3%	-13%	5%	4%	1%

smiles	DRD3 agonist	DRD3 antagonist	TDP43 rescue	HEK293 tox	GLP1R inv ag	PTHR1 ag	KB-V1 MDR tox	aSyn yeast inh	GLP-1R agonist
Cc1ccc(N=c2c([N+](=O)[O-])nn(-c3ccc(Cl)cc3)n2O)cc1C	8	-8	-8%	22%	7%	-15%	15%	-5%	11%
CC(C)NC(=O)Cn1c(SCC(=O)N2c3ccccc3CC2C)nc2ccccc21 (stereo not given)	-7	-4	-1%	-21%	4%	i	-3%	2%	7%
Cc1[nH]c(C(=O)O)c(C)c1C(=O)OC(C)C	-3	-5	-3%	9%	6%	i	19%	20%	-8%
O=C(CCS(=O)(=O)c1ccccc1)N(CCCN1CCOCC1)c1nc2c(F)cccc2s1	-33	-16	-2%	10µM*	u	-22%	u	-6%	-29%
O=C(CSc1nc2ccccc2c(=O)[nH]1)c1ccccc1	-3	-12	-14%	4%	39%[activator]	-23%[57.5 µM]	2%	3%	8%
CCC(=O)Nc1ccc(C2=Nn3c(nnc3C(C)C)SC2)cc1	5	24	18%	-6%	46%[activator]	-49%	u	0%	0%
CCC(=O)OCCn1c(=O)c2cc3c(=O)n(CCOC(=O)CC)c(=O)c3cc2c1=O	13	1	-21%	1%	0%	-5%[57.5 µM]	12%	19%	-3%
CC(=O)N1c2ccc(S(=O)(=O)N3CCC(C(=O)NCc4ccc(C)cc4)CC3)cc2CC1C (stereo not given)	1	20	4%	4%	10%	-1%	-16%	-1%	1%
Cc1cc(OCC(=O)NC(Cc2c[nH]c3ccccc23)C(=O)O)ccc1Cl (stereo not given)	4	x	0%	3%	8%	-18%	-4%	x	x
CCOC(=O)C1CCN(C(=O)COC(=O)c2cc([N+](=O)[O-])ccc2N2CCOCC2)CC1	-5	-3	11%	-10%	20%	i	-22%	-6%	18%
NC(=O)c1ccccc1NC(=O)CN1CCN(Cc2ccccc2)CC1	-4	-4	-8%	-4%	-10%	i	-8%	-4%	0%
COC(=O)Cc1c(C)c2c(O)cc(C)cc2oc1=O	-6	-10	0%	211%[activator]	18%	i	0%	0%	9%

smiles	DRD3 agonist	DRD3 antagonist	TDP43 rescue	HEK293 tox	GLP1R inv ag	PTHR1 ag	KB-V1 MDR tox	aSyn yeast inh	GLP-1R agonist
Cc1ccc2oc(-c3cccc(N)c3)nc2c1	-5	-6	13µM*	1%	u	-57%	u	-3%	0%
Cc1nn2c(=O)cc(COC(=O)c3cccc(NC(=O)COc4ccccc4Cl)c3)nc2s1	4	x	13%	11%	-9%	i	x	x	x
CSc1ncc(C(=O)Nc2ccccc2C)c(C)n1	-5	72	2%	10%	15%	-5%	-2%	1%	4%
O=C(NC1CC1)C1CC(=O)N(c2cccc(Cl)c2Cl)C1 (stereo not given)	4	12	14%	6%	6%	u	8%	2%	-4%
O=S(=O)(Cc1ccccc1)Cc1cnc(Cl)s1	-4	2	28%	25%	11%	i	7%	0%	5%
COc1ccccc1CNC(=O)CCCNS(=O)(=O)c1cccc2nsnc12	1	0	-7%	-1%	-1%	-29%	-5%	-2%	-7%
CN(C(=O)c1ccccc1C(=O)OCC(=O)NC(=O)NC(C)(C)C)C1CCCCC1	3	13	0%	11%	-2%	-24%	u	0%	8%
C/C(=N/NC(=S)Nc1cccc(C)c1)c1cccc([N+](=O)[O-])c1	-4	-13	u	u	u	-2%	u	-6%	6%
CCOC(=O)C1CCCN(c2c(NCC3CCCO3)c(=O)c2=O)C1 (stereo not given)	-4	-25	3%	4%	2%	-13%	-18%	0%	-1%
Cc1cccc(N2CCN(C(=O)/C=C/c3cccs3)CC2C)c1 (stereo not given)	4	-17	x	-13%	u	-35%[inhibitor]	u	12%	16%
Cc1cc2oc(C(=O)NCc3ccc4c(c3)OCO4)c(C)c2cc1C	2	0	0%	-8%	3%	i	-7%	3%	5%
COc1ccc(C(=O)n2c(N)nc3ccccc32)cc1OC	-2	8	5%	10%	21%	i	-27%	-3%	21%

smiles	DRD3 agonist	DRD3 antagonist	TDP43 rescue	HEK293 tox	GLP1R inv ag	PTHR1 ag	KB-V1 MDR tox	aSyn yeast inh	GLP-1R agonist
CCc1nc2c(OCc3ccc(Cl)cc3)cccn2c1N(C=O)Cc1ccc(OC)cc1	6	7	4%	3%	u	-22%	u	14%	-1%
COc1ccc(NC(=O)C2CCCN2C(=O)NC2CCCCC2)cc1 (stereo not given)	15	6	2%	0%	12%	i	-16%	0%	3%
COc1ccc(C)cc1NC(=O)c1ccc(NS(=O)(=O)c2cccs2)cc1	-15	-21	-4%	4%	3%	-10%	-13%	0%	19%
NCCCC(=O)N1c2ccccc2Sc2ccc(Cl)cc21	-16	-6	8%	6%	u	i	-5%	4%	4%
CCOC(=O)c1ccc2nc(NC(=O)C(C)C)sc2c1	4	-15	10µM*	-12%	u	-79%[inhibitor]	7%	-6%	5%
COc1ccc(NC(=O)CCc2nnc3n(C)c(=O)c4sccc4n23)cc1	3	x	10%	4%	4%	i	x	x	x
N#Cc1c2n(c(=S)n(-c3ccccc3)c1=O)CCCCC2	-10	-6	-20%[0.397 µM]	-2%	2%	-10%	u	3%	7%
O=C(O)CC(=O)Nc1cc(Cl)ccc1O	-3	5	-15%	7%	5%	i	1%	-8%	-1%
NC(=O)c1ccccc1OCCOc1ccc(Br)cc1	-7	4	4%	-3%	u	-28%	u	u	16%
O=C(O)c1ccc2c(c1)C(=O)N(c1ccc(OCc3ccccc3)cc1)C2=O	-7	-3	3%	2%	13%	-9%	-3%	-2%	4%

Not all compounds are listed; the hit share may differ from the screen's.
